# Rev-RRE block = HIV Rev-RRE protein-RNA interaction inhibition. P05866. Rev peptide-RRE RNA binding, FRET. inhibition, % at 8 µM. hit rate 0.79% among 97,000. AID 704;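 active = inhibition above the screen-wide mean plus 3 SD, cut at about 35% in these data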;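 note: 0% = median DMSO wells and 100% = median Neomycin B control wells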
#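 Test system – labelled RRE RNA duplex and labelled Rev peptide · Signal – fluorescein-to-Cy5 FRET, 480 nm excitation · Evaluation – % inhibition of FRET ratio versus controls · Benchmarks – DMSO low control, neomycin B high control · Incubation – 5 min RNA-compound premix plus 15 min binding step, 25 °C · Medium – HEPES pH 7.5 salt buffer with EDTA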
# PLK1 kinase inh = inhibitors of human PLK1 kinase; P53350; recombinant PLK1 kinase, TR-FRET peptide phosphorylation; inhibition, % at 10 µM; hit rate 0.53% among 97,000;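 active = inhibition of 50% or more in the single-concentration screen; inactive = inhibition below 50%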;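 note: 0% = DMSO max control and 100% = H-89 dihydrochloride min control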
# Target sequence (P53350 whole entry, looked up): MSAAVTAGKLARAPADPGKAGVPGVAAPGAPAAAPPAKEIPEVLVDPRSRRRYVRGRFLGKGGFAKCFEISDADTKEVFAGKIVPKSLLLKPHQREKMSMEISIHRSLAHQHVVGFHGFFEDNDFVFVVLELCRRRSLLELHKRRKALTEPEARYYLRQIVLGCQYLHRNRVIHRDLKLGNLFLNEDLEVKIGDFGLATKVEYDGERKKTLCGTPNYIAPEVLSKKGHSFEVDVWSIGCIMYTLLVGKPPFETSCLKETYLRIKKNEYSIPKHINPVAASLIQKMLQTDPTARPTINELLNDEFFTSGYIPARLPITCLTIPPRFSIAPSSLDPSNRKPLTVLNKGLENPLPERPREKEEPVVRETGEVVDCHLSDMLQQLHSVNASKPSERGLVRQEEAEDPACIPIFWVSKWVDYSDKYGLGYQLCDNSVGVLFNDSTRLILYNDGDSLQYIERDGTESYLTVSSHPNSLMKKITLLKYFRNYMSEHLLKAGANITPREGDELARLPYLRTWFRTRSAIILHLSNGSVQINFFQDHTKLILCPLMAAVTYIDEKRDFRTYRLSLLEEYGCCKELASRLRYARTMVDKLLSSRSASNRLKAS
# EphB4 ephrin blk = EphB4-ephrin-B2 interaction antagonism. P54760. EphB4 LBD / TNYL-RAW-Alexa532 peptide, fluorescence polarization. inhibition, % at 7 µM. hit rate 0.15% among 97,000. AID 720;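 active = inhibition above the screen-wide mean inhibition plus 3 SD, cut at about 15% in these data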;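 note: 0% = DMSO wells and 100% = excess unlabeled TNYL-RAW peptide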
# CYP2C19 act = increases human CYP2C19 enzyme activity; P33261; activation factor at 5 µM; AID 1025; recombinant CYP2C19, luciferin-H EGE luminescence; stronger effect = higher value; 0 = fully inhibited enzyme, 1 = untreated enzyme; 96,000 tested, under 10 active;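 active = activation factor of at least 2 at 5 µM in the primary screen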;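 note: 0 = wells with 2.5 mM tranylcypromine and 1 = vehicle-only wells; values of inactives mirror those of a sister screen read the other way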
# Plk1 PBD FP = Plk1 (human) PBD binding inhibition. P53350. Plk1 PBD phosphopeptide binding, fluorescence polarization. inhibition, %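 (tested at about 20 µM)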. hit rate 0.13% among 97,000. AID 693; in the data active = inhibition above about 34%, passing the limit was not always enough
# CYP2C9 act = activators of human CYP2C9; P11712; hit rate 1.4% among 96,000; AID 1024; activation factor at 5 µM; recombinant CYP2C9, luciferin-H conversion, luminescence; stronger effect = higher value; factor 1 = untreated enzyme, 0 = blocked;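 active = activation factor of 2 or more for CYP2C9 at a 5 µM dose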;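 note: 0 = sulfaphenazole-blocked wells and 1 = vehicle-only wells; values of inactives mirror those of a sister screen read the other way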
# CYP2C19 inhib = inhibitors of human CYP2C19; AID 778; inhibition, % at 5 µM; hit rate 21% among 96,000; CYP2C19 Supersomes, luciferin-H EGE luminescence, 30 min;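 active = CYP2C19 inhibition above a set limit at 5 µM in the primary screen, cut at about 50% in these data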;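 note: plate controls were negative control wells for no effect and 2.5 mM tranylcypromine positive control for full effect; values of inactives mirror those of a sister screen read the other way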
# PLAP activator = activators of human placental alkaline phosphatase; hit rate 1.2% among 96,000; activation fold at 20 µM; P05187; purified PLAP enzyme, luminescent substrate read-out; stronger effect = higher value; in the data active = activation fold above about 2
# Target sequence (P05187 whole entry, looked up): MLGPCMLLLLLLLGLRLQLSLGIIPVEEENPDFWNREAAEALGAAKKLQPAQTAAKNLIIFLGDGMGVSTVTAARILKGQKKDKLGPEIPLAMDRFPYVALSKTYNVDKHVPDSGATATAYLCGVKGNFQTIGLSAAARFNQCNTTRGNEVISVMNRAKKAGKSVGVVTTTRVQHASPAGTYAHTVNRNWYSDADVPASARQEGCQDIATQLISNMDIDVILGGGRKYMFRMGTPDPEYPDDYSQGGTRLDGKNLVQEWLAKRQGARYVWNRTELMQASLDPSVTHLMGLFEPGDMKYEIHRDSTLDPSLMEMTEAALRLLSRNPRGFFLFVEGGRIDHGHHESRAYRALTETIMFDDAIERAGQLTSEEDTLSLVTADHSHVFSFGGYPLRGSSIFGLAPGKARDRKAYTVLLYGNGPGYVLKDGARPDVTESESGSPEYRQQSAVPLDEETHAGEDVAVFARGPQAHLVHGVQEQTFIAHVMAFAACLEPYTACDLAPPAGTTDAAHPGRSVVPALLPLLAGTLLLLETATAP
# CYP2C9 inhib = blocks human cytochrome P450 2C9. CYP2C9 Supersomes, luciferin-H conversion, luminescence. inhibition, % at 5 µM. hit rate 20% among 96,000;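 active = blocking of liver enzyme CYP2C9 beyond about 50% at 5 µM, limit read from the data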; note: values of inactives mirror those of a sister screen read the other way
# * = called active by the depositor; i = inactive; . = not tested or not shown.
SMILES,Rev-RRE block,PLK1 kinase inh,EphB4 ephrin blk,CYP2C19 act,Plk1 PBD FP,CYP2C9 act,CYP2C19 inhib,PLAP activator,CYP2C9 inhib
CN(C)c1ccc(C(C(=O)NC(C)(C)C)N(C(=O)c2csnn2)C2CC2)cc1 (stereo unspecified),-3,1,1,0.6,-14,0.9,37,1.6,5
c1cn(CCCNc2ncnc3nc[nH]c23)cn1,10,25,3,0.8,6,0.6,15,1.7,40
Cc1cc(SCC(N)=O)nc(SCC(=O)c2ccccc2)n1,1,-4,-4,0.8,11,1,20,0.9,4
CC(C)c1ccc(CNc2ccc(N3CCOCC3)cc2)cc1,0,-3,5,0,-3,1,95*,1.3,0
CCOC(=O)CC(NC(=O)c1cccs1)c1ccc(OCC)cc1 (stereo unspecified),-2,-3,-6,0.5,-2,0.3,52*,1.1,65*
O=C(CN1C(=O)CCC1=O)Nc1nc2c(F)cc(F)cc2s1,1,-20,-1,.,-19,.,.,.,.
Cc1cc(C)c(S(=O)(=O)O)c(C)n1,6,-9,4,0.9,9,0.9,10,0.9,7
CSCCC(NC(=O)c1cc(CC(C)C)oc1C)C(=O)O (stereo unspecified),-1,-5,-3,1.1,22,0.8,-6,1.4,22
O=C(Nc1ccc(C(F)(F)F)cc1)c1cc(-c2cccnc2)nc2ccc(Br)cc12,2,-12,-2,0.9,-24,0.7,5,1,27
Cc1ccc(C(=O)Nc2cc(C)c(OCC(=O)N3CCOCC3)c(C)c2)cc1,10,1,6,0.9,-12,0.2,10,1.1,78*
CN(C)c1cccc(-c2nnc(SCCCC#N)o2)c1,0,-10,-2,0.9,-31,1.1,13,0.9,-9
O=C(CSc1nc2ccccc2s1)NC(=O)NCc1ccco1,9,2,15,.,-19,.,.,.,.

# Of the compounds above, two contain two or more sulfur atoms:
SMILES,Rev-RRE block,PLK1 kinase inh,EphB4 ephrin blk,CYP2C19 act,Plk1 PBD FP,CYP2C9 act,CYP2C19 inhib,PLAP activator,CYP2C9 inhib
Cc1cc(SCC(N)=O)nc(SCC(=O)c2ccccc2)n1,1,-4,-4,0.8,11,1,20,0.9,4
O=C(CSc1nc2ccccc2s1)NC(=O)NCc1ccco1,9,2,15,.,-19,.,.,.,.

# Other records
SMILES,Rev-RRE block,PLK1 kinase inh,EphB4 ephrin blk,CYP2C19 act,Plk1 PBD FP,CYP2C9 act,CYP2C19 inhib,PLAP activator,CYP2C9 inhib
c1coc(CNC2CCCCCCC2)c1,-1,-4,3,1,20,1,2,0.9,-4
COc1ccc(-c2cn[nH]c2N)cc1OC,5,15,0,1.1,12,1,-10,1.2,4
Cc1cc(C)n(CC(=O)N/N=C/c2ccco2)n1,5,-5,1,1,26,0.9,-1,1,5
COc1ccc(OC)c(N2Cc3ccccc3C2)c1,0,-5,6,.,-14,.,.,.,.
Cc1cccc(N(CC(=O)NC2CCCC2)C(=O)c2c(C)noc2C)c1,-5,-18,-2,0.9,-26,0.7,9,1,28
O=C(Cn1c(SCC(=O)N2CCCc3ccccc32)nc2ccccc21)N1CCCC1,1,-6,-10,.,2,.,.,.,.
COC(=O)C1=C(C)N(C)C(C)=C(C(=O)OC)C1c1ccc(C(=O)OC)cc1,3,-16,-3,0,-16,0.1,97*,0.9,92*
Cc1noc(NS(=O)(=O)c2ccc(NC(=O)CCC3CCCC3)cc2)c1C,-3,-5,-5,0.8,-26,0.7,18,1,28
Cc1ccc2nc(-c3ccc(NC(=O)CSc4ccccc4)cc3)[nH]c2c1,14,-7,0,0.7,8,0.4,35,0.9,59*
CCOC(CNC(=O)c1ccc2nc(N3CCC(C)CC3)sc2c1)OCC,6,-11,-2,0.8,-3,0.9,18,1.4,6
Cc1cccc(N2C(=O)SC(N(CC(=O)O)c3cccc(C)c3)C2=O)c1 (stereo unspecified),2,69*,2,1,-17,0.7,2,2.2*,31
O=C(Cc1cccs1)Nc1ccccc1NC(=O)Cc1cccs1,.,.,.,0.5,.,0.7,51*,0.8,28
O=C(CN1CCC(n2nnc3cc(F)ccc32)CC1)N1CCCc2ccccc21,9,-3,7,0.3,8,0.9,66*,1.5,10
NC(=O)C1=NOC(CNc2ncc(C(F)(F)F)cc2Cl)C1 (stereo unspecified),8,-12,-2,0.9,10,2.7*,10,0.8,-171
O=C(O)C1CCN(C(=O)c2ccc(Cl)cc2)CC1,13,-2,1,1,30,1.2,-2,1,-17
CC(=O)OCn1nnc2ccccc2c1=O,8,-8,5,.,10,.,.,.,.
FC(F)(F)c1cc(-c2ccco2)nc(-n2cnc3ccccc32)n1,-1,-2,-16,0.9,-14,0.5,13,0.9,46
Cc1ccc(N(CC(=O)NCc2ccco2)C(=O)CCC(=O)Nc2ccccn2)cc1C,0,-8,-6,0,17,0.7,96*,1,30
COc1cc(/C=N/NC(=O)Nc2ccccc2)ccc1OCCOc1ccccc1C,6,-4,-1,1,-16,0.9,5,1.1,11
COc1ccccc1-c1c(C(F)(F)F)oc2cc(OC(=O)c3cccc([N+](=O)[O-])c3C)ccc2c1=O,-3,-17,2,0.2,-24,0.3,76*,1.1,73*
O=C(O)c1sccc1Oc1ccc(F)cc1[N+](=O)[O-],0,-7,-3,1.2,3,0.9,-24,1.2,11
Cn1c(=O)c2c(nc(SCC(=O)NCC3CCCO3)n2C)n(C)c1=O (stereo unspecified),9,-7,-1,0.7,-8,0.7,30,1,28
O=C(c1ccccc1)N1CCN(CC#Cc2ccccc2)CC1,2,0,0,0.7,13,0.9,29,1.1,8
O=C(CSc1ncnc2c1oc1ccccc12)NC1CCCCC1,0,i,-2,0.3,-19,0.3,72*,0.9,72*
CCOc1ccc(C(=O)NCc2ccncc2)cc1,10,-4,0,0.6,-6,0.9,37,0.9,14
Nc1nnc(Cc2ccc(Cl)c(Cl)c2)s1,7,-6,7,0.4,-11,0.9,58*,0.8,8
C=CCOC(=O)C1=C(C)NC(SCC(=O)NC(=O)OCC)=C(C#N)C1c1cccnc1 (stereo unspecified),7,-18,-4,0.1,-15,0.1,87*,1.8,92*
COc1ccc(NC(=S)NC(NC(=O)/C=C/c2ccccc2)C(Cl)(Cl)Cl)cc1 (stereo unspecified),0,-7,-3,0.8,13,0.2,24,1,80*
COCCn1c(=O)c2cc3c(=O)n(CCOC)c(=O)c3cc2c1=O,9,5,-12,0.7,-5,0.7,27,0.8,35
O=c1oc(-c2ccco2)nc2c1cnn2-c1ccccc1,6,-17,4,0.9,-11,0.7,10,0.9,25
Cc1cc(C)n(C(=O)CCNC(=O)c2ccccc2Br)n1,9,-7,8,1,15,2.1*,4,1,-112
CCc1cccc(C)c1NC(=O)c1ccoc1C,4,-2,-5,0.8,-20,0.9,17,1.4,14
O=[N+]([O-])c1ccc(N2CCC(=NOCc3ccc(Cl)cc3)CC2)cc1,14,-19,6,0.8,17,0.6,19,0.8,40
O=C(c1ccccc1)N1CCCCC(Sc2nnc3ccccn23)C1=O (stereo unspecified),.,.,.,0.9,.,1,11,0.9,0
COc1ccc(C(=O)NCc2nnc(SCC(=O)N3CCCCC3)o2)cc1OC,-2,-3,-1,0.7,4,0.8,33,1,22
O=C(Nc1cc(C(F)(F)F)ccc1N1CCOCC1)c1cn2ccccc2n1,8,-17,1,1,0,0.5,0,0.8,54*
O=C1NCCCN1Cc1ccc(F)cc1Cl,7,-3,-1,.,-3,.,.,.,.
Cc1nn(-c2cc(N3CCCC3)ccc2[N+](=O)[O-])c(=O)c2ccccc12,2,-17,-3,0.8,5,0.9,24,0.9,8
CC(C)(C)NC(=O)CCN1CCOCC1,8,-16,0,1.3,6,1.3,-27,0.8,-33
C=CCn1c(SCC(=O)Nc2sc3c(c2C#N)CCC3)nnc1C1COc2ccccc2O1 (stereo unspecified),8,-4,-1,0.9,-23,0.3,7,1.9,66*
COC(=O)CSc1nc2ccccc2c(=O)n1C,3,-23,-1,0.9,35,1,11,0.8,0
COc1ccc(Oc2nccc(-c3ccccc3)c2C#N)cc1,3,-17,-3,0.7,-11,0.7,30,0.8,28
COc1cccc(Nc2nc(N)nc(C(F)(F)F)n2)c1,-5,-1,2,0.5,10,0.6,45,0.8,45
CCOC(CNC(=O)CCc1c(C)nc2nc(C)nn2c1C)OCC,5,-5,-5,1,-4,1.1,-1,1.2,-9
CCOC(=O)c1cnn(-c2ncnc3c2cnn3Cc2ccccc2)c1N,9,-7,1,.,7,.,.,.,.
CCCN1C(=O)SC(CC(=O)Nc2ccccc2C)C1=O (stereo unspecified),1,-5,-2,.,-5,.,.,.,.
C=COCCNC(=O)Nc1ccc(Cl)cc1Cl,3,-7,-6,0.9,10,0.9,10,0.8,9
CC(=O)N1CCN(c2nc(C)nc3sc4c(c23)CCC(C)C4)CC1 (stereo unspecified),7,-12,1,0.2,1,0.1,83*,1.4,86*
Cc1sc2nc(SCC(=O)c3cccs3)n(Cc3ccco3)c(=O)c2c1C,7,-22,-1,1,-1,0.7,2,0.9,28
COc1cc(NC(=O)CN2c3ccccc3CC2C)cc(OC)c1OC (stereo unspecified),7,-11,3,0.3,3,0.2,69*,1.1,81*
Cc1nnsc1NC(=O)OCc1ccc(C(C)(C)C)cc1,7,-7,0,0.7,32,0.9,32,0.9,12
COCCSc1nnc(NC(=O)CSCc2ccccc2)s1,-5,-4,-1,0.7,-5,0.4,28,1.2,59*
O=C(Cn1cc2c(n1)CCCCC2)NCc1ccccn1,.,-10,.,0.6,-15,1.2,39,1.4,-16
Cc1[nH]nc2c1C(CCc1ccccc1)C(C#N)=C(N)O2 (stereo unspecified),.,.,.,0.3,.,0.7,74*,1.1,32
COc1ccc(N(C(=O)c2ccco2)S(=O)(=O)c2cc(OC)ccc2OC)cc1,3,-12,2,0.8,-6,0.3,25,1.3,72*
COC(=O)CNC(=O)CSc1nnc(-c2ccc(OC)cc2)n1CC(C)C,3,-5,-2,1.1,-5,1.2,-12,1.2,-18
O=S1(=O)N=C(N2CCN(c3ccc(F)cc3)CC2)c2ccccc21,4,-8,-2,0.9,18,1,7,1,-1
O=C(NCc1cccnc1)c1cccc(Cl)c1,3,3,-11,0.3,-3,1.2,73*,1.1,-23
Cc1ccc(-n2nnnc2SCC(=O)c2ccc3c(c2)NC(=O)CO3)c(C)c1,6,-8,0,0.8,12,1.2,18,0.9,-22
CCN=c1sc(C(=O)NCCc2ccccc2)cc(=O)n1CC,3,15,1,0.6,-23,0.7,41,0.9,31

# Random excerpt: two entries already listed, in no set order.
SMILES,Rev-RRE block,PLK1 kinase inh,EphB4 ephrin blk,CYP2C19 act,Plk1 PBD FP,CYP2C9 act,CYP2C19 inhib,PLAP activator,CYP2C9 inhib
O=C(NCc1cccnc1)c1cccc(Cl)c1,3,3,-11,0.3,-3,1.2,73*,1.1,-23
CCN=c1sc(C(=O)NCCc2ccccc2)cc(=O)n1CC,3,15,1,0.6,-23,0.7,41,0.9,31

# More entries follow:
SMILES,Rev-RRE block,PLK1 kinase inh,EphB4 ephrin blk,CYP2C19 act,Plk1 PBD FP,CYP2C9 act,CYP2C19 inhib,PLAP activator,CYP2C9 inhib
O=C(OCc1cnc(Cl)s1)c1cccc(Cl)c1Cl,8,-9,-4,0.1,-6,0.6,92*,0.9,45
COc1cccc(C(=O)O/N=C(\N)c2ccc([N+](=O)[O-])cc2)c1OC,7,-10,-1,1.1,22,1.4,-9,1.1,-36
CC1CCC(Nc2nnnn2-c2ccccc2)CC1 (stereo unspecified),-2,0,-8,1.1,-17,1.1,-7,0.9,-11
Cc1ccc(C(=O)c2ccc([N+](=O)[O-])cc2)cc1,4,2,2,1.1,18,1,-10,0.8,-4
O=C(CN1C(=O)NC(Cc2ccccc2)C1=O)Nc1ccccc1 (stereo unspecified),0,-1,-2,0.9,-14,1,10,0.8,-4
CC(=O)Nc1ccc(S(=O)(=O)N2CCSC2c2ccccc2Cl)cc1 (stereo unspecified),7,1,6,0.9,-7,1,12,1,3

# Bioassay records from PubChem.
